# Source: PubChem (Sanford-Burnham Center for Chemical Genomics)
# MPTP inh: inhibitors of mitochondrial permeability transition pore; isolated mouse mitochondria, Ca2+ swelling absorbance, 30 min; inhibition, % at 10 µM; actives 1.4% (n = 360,000); AID 602449;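 active means inhibition of 50% or more, scaled per plate between neutral and stimulator controls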;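 further: 0% = DMSO wells given calcium and 100% = 1 mM EGTA wells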
# ATG4B inhibitor: ATG4B (human) cysteine protease inhibition | ATG4B cleavage of LC3-PLA2, NBD-HPC fluorescence, 1 h | AID 504462 | Q9Y4P1 | actives 0.51% (n = 340,000) | inhibition, % at 8.33 µM; in the data active means inhibition above about 40%
# NR3A LBD binder: modulates the human NR3A ligand-binding domain; NR3A LBD differential scanning fluorimetry, Tm shift; 0% = protein alone, 100% = glycine-bound protein; Tm shift relative to glycine control, % at 25 µM; actives 2.5% (n = 340,000); AID 1259313;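 active means melting temperature shift of at least 10% of the positive control shift, at one fixed dose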
# SENP8 block: blocks human SENP8 cleavage of Nedd8 substrate; inhibition, % at 20 µM; recombinant SENP8, Nedd8 substrate fluorescence; Q96LD8; actives 0.64% (n = 360,000); in the data active means inhibition mostly above about 40%, no sharp cut-off; inactive means mostly below about 27%
# Target sequence (Q96LD8 whole entry, looked up): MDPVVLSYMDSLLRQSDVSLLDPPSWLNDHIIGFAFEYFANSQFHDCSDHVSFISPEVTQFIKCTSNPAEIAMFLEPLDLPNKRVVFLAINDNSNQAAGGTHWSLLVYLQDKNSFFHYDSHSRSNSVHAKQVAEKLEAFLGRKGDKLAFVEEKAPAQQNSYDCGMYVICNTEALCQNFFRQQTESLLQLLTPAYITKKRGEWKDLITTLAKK
# PfGluPho inh: PfG6PD (Plasmodium falciparum) enzyme inhibition; inhibition, % at 20 µM; PfGluPho enzyme, NADPH resazurin-diaphorase fluorescence; actives 0.78% (n = 350,000);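 active means inhibition reaching at least a set limit at 20 µM in the primary screen, cut at about 59% in these data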;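 further: 0% = DMSO wells with substrate and 100% = DMSO wells lacking glucose-6-phosphate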
# SENP7 inh: SENP7 protease inhibition. recombinant SENP7, Z-RLRGG-aminoluciferin luminescence, 40 min. inhibition, % at 5 µM. actives 1.5% (n = 330,000);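 active means inhibition above about 50% at the single test dose, limit read from the data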;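 further: plate controls were DMSO with enzyme for no effect and no enzyme buffer wells for full effect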
# Target sequence (Q9BQF6 706-1050 limits assumed): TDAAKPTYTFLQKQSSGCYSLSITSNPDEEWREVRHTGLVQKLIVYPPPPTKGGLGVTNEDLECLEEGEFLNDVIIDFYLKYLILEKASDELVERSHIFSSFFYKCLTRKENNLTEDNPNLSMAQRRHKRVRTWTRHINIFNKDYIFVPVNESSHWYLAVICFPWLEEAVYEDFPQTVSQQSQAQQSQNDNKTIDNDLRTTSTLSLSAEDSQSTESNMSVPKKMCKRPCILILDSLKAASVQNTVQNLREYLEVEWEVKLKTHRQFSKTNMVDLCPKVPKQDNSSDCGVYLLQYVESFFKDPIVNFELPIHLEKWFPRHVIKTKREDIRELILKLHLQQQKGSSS
# SENP6 block: inhibitors of human SENP6 protease | Q9GZR1 | AID 2599 | actives 1.8% (n = 330,000) | inhibition, % at 10 µM | Recombinant SENP6 catalytic domain, aminoluciferin luminescence;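 active means inhibition above about 50% at the single tested dose, limit read from the data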;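 further: plate controls were DMSO wells with enzyme for no effect and DMSO wells lacking enzyme for full effect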
# Target sequence (Q9GZR1 628-1112 limits assumed): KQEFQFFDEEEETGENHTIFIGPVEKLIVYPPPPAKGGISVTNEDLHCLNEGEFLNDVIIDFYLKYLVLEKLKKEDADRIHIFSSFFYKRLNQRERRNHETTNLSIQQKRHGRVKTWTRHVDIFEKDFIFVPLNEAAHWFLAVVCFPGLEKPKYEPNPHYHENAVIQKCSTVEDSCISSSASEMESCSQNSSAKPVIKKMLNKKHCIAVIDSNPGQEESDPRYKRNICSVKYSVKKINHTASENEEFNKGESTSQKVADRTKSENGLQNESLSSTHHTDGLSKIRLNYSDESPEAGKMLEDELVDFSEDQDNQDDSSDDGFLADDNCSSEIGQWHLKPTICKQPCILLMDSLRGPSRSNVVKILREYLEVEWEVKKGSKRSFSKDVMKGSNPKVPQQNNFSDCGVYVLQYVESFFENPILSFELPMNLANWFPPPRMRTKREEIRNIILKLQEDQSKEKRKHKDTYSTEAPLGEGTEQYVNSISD
# HKDC1 inh: blocks human hexokinase HKDC1 activity. Q2TB90. recombinant HKDC1, G6PDH/diaphorase resazurin coupled fluorescence. inhibition, % at 20 µM. actives 0.16% (n = 340,000). AID 493160;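 active means inhibition above about 35% when tested at 20 µM, limit read from the data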;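 further: plate controls were DMSO wells with enzyme for no effect and DMSO wells lacking enzyme for full effect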
#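 Test system: HK5 enzyme. Quantity: 5 µg/mL HK5 final. Reagent: glucose and ATP substrates. Schedule: 90 min reaction incubation at room temperature, dark. Technique: resazurin-to-resorufin fluorescence via G6PDH and diaphorase coupling, 525/613 nm. Control set: DMSO wells with and without enzyme mix.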
# * = called active by the depositor; x = not tested or not shown.
SMILES,MPTP inh,ATG4B inhibitor,NR3A LBD binder,SENP8 block,PfGluPho inh,SENP7 inh,SENP6 block,HKDC1 inh
CCOC(=O)N1CCC(N2C(=O)c3cc(C(=O)NC4CCCCC4)ccc3C2O)CC1 (centres undefined),-1.5,-12,-1,-1,21,5,8,-1
O=C(O)CCCn1cc(NC(=O)COc2ccc(F)cc2F)cn1,-0.9,0,-1,0,-10,3,7,6
O=C(CSc1nnc2c(n1)[nH]c1ccc(S(=O)(=O)N3CCOCC3)cc12)Nc1ccccc1Cl,2.7,-7,3,13,2,-4,-4,-4
CCOc1ccc(CC(=O)Nc2c(C(=O)Nc3ccccc3)oc3ccccc23)cc1OCC,1.8,1,-1,-21,1,7,-7,-4
Cc1ccc(/C(=N/Nc2nc3ccccc3s2)C2=C(O)c3ccccc3C2=O)cc1,90*,45*,19*,-4,11,-7,3,-2
Cc1ccc(NC(=O)CN(C)C(=O)Cc2c(Cl)cccc2Cl)cc1,1.7,-6,1,0,0,1,5,-2
COc1ccc(CN(C)C(=O)c2cccc(S(=O)(=O)N3CCc4ccccc43)c2)c(OC)c1,0.6,0,2,2,-4,5,-12,5
Cc1cccc2cc(CN(CC3CCCO3)C(=S)NCc3ccco3)c(=O)[nH]c12 (centres undefined),1.9,-10,13*,-14,2,0,-6,-4
Cc1cccc(C(=O)NNC(=S)NC(=O)c2ccccc2)c1,28,-1,-2,21,-3,13,1,-4
Cc1cccc(NC(=O)Cn2nnc3sc4c(c3c2=O)CC(C)(C)OC4)c1,3.0,1,5,9,19,-11,-10,-2
Cc1cc(C(=O)OCC(=O)NC2CC2)c2ccccc2n1,0.4,4,0,-31,-6,-5,-14,1
COc1ccc(NC(=O)Cn2c(=O)oc3ccccc32)cc1,0.9,-3,-3,9,-18,2,-6,8
NC(=S)NNc1ccnc2cc(Cl)ccc12,-1.6,-12,1,3,18,7,2,-4
CCN(CC)S(=O)(=O)c1ccc(NC(=O)c2ccc(Sc3nncn3C)c([N+](=O)[O-])c2)cc1,-0.3,-5,-5,17,-6,3,5,2
CC(C)[C@H](NC(=O)c1ccccc1Cl)C(=O)Nc1nc(-c2ccccn2)cs1,-1.6,-3,-1,-12,-8,-3,-6,5
CCN1CCN(C(=O)C(C)Nc2cc(Cl)c(OC)cc2OC)CC1 (centres undefined),0.8,-6,-2,44*,9,9,40,4
C=CCn1c(=O)/c(=C/c2cc(OC)c(OC)c(OC)c2)s/c1=C(/C#N)c1nc2ccccc2n1C,-0.8,4,1,34,-11,-3,-4,-5
Cn1c(N2CCN(C(=O)Nc3ccc(F)cc3)CC2)nc2ccccc21,0.2,-10,-2,25,-15,14,5,-1
O=c1[nH]c(NCCO)nnc1Cc1ccc(Cl)cc1,0.1,4,-2,11,6,-6,-23,-5
CC(=O)n1cc([C@@H]2C=C(C(=O)N3CCN(Cc4ccc5c(c4)OCO5)CC3)O[C@H](OCc3ccc(CO)cc3)C2)c2ccccc21,-0.5,-23,-5,14,-2,-6,5,0
Cc1ccc(-n2cnc3c(=O)[nH]cnc32)cc1,0.4,-7,-1,7,0,x,x,-7
COc1ccc(NC(=O)Cn2nc3n(c2=S)CCC3)cc1,2.0,2,0,21,2,-3,9,-3
CCOC(=O)c1sc(=S)n(-c2ccc(C)cc2)c1N,-1.4,-22,-1,15,67*,-3,-20,-5
C=CCC[C@@H](Cc1ccc(F)cc1)C(=O)OC[C@@H]1CCCN1C(=O)[C@@H](CC=C)CC(=O)N(CCO)Cc1ccccc1,0.3,9,-4,17,8,-6,-14,-1
CCOC(=O)C1=C(C)N(CCCCCC(=O)O)C(=O)NC1c1ccccc1OS(=O)(=O)c1ccc(C)cc1 (centres undefined),1.1,-5,1,4,14,3,-10,5
# (next part)
SMILES,MPTP inh,ATG4B inhibitor,NR3A LBD binder,SENP8 block,PfGluPho inh,SENP7 inh,SENP6 block,HKDC1 inh
CC(C)(C)C(C(=O)O)N1CCS(=O)(=O)CC1 (centres undefined),-1.2,8,0,12,-12,3,-16,14
CCCSc1nc(C)cc(C)c1S(C)(=O)=O,-0.7,-3,-1,12,-3,6,-4,-11
CC[C@]12c3[nH]c4ccc(Cl)cc4c3CCN1C(=O)[C@@H](CC(=O)NCC13CC4CC(CC(C4)C1)C3)C[C@@H]2C(=O)N1CCN(C(=O)c2ccco2)CC1,-1.3,-16,2,9,22,-5,x,3
CCCCCC(=O)N/N=C/c1ccc(N(C)C)cc1,0.9,5,0,-371,13,4,1,-2
CSc1ccn(CCC(=O)O)c(=O)n1,0.0,-16,1,17,0,-3,-6,1
O=C(Oc1ccc(Cl)c2cccnc12)c1cccnc1,-5.6,2,0,6,-11,2,14,1
O=C(Nc1ccccc1N1CCN(C(=O)c2ccc(Cl)cc2)CC1)c1cccc([N+](=O)[O-])c1,1.2,-3,-8,6,12,-6,-6,2
CC1CCCCN1c1nc(-c2ccncc2)nc2ccccc12 (centres undefined),-6.1,1,-3,-53,-9,3,8,2
CC(C)N(C(=O)CN1C(=O)NC2(CCCCCC2)C1=O)C(C)C,1.4,0,0,24,-4,6,10,6
Cc1ccc(NC(=O)CSc2nnnn2C)cc1S(=O)(=O)N(C)C,-0.1,10,-1,16,4,3,14,-2
COc1ccc(NC(=O)c2cc(S(=O)(=O)N3CCOCC3)ccc2C)cc1S(=O)(=O)N1CCOCC1,-1.0,-8,0,10,2,5,-1,-7
O=C(COC(=O)c1ccccn1)Nc1cccc(Cl)c1,0.4,-6,1,21,-6,-3,-2,-5
O=C(CN1C(=O)c2ccccc2C1=O)Nc1cccc(O)c1,-0.3,-9,-14,3,-2,-12,7,3
Cc1ccc(-n2c(SCC(=O)NNC(=S)Nc3ccccc3)nc3ccccc3c2=O)cc1,4.0,78*,-1,8,37,-5,-18,-9
C=CCn1c(SCCN2CCCC2)nc2c([nH]c3ccccc32)c1=O,1.1,-18,-1,0,6,4,0,-6
O=C(CCc1ccccc1)Nc1sc2c(c1C(=O)O)CCCC2,4.5,9,1,-21,33,0,3,-2
O=C(/C=C/c1ccccc1Cl)NCc1ccco1,-0.1,6,-1,20,9,2,-18,-10
Brc1ccc(Oc2nsnc2N2CCOCC2)cc1,0.6,6,1,10,7,-1,2,-2
O=C1CC(c2ccsc2)Sc2ccccc2N1 (centres undefined),0.4,-9,2,7,16,3,-13,-5
O=C(COC(=O)c1cccc(Cl)c1)Nc1cc(Cl)ccc1Oc1ccccc1,-0.1,2,-34,6,2,-9,-15,3
Clc1ccc(OCCCn2cncn2)cc1Cl,-1.2,-11,4,18,-1,-7,-19,-6
CCCCC1=CC2=CC(=O)C(C)(OC(=O)CC)C(=O)C2=CN1CCCCO (centres undefined),-0.9,-5,1,8,36,-1,6,16
Cn1ccc(NC(=O)Nc2ccc(Cl)cc2Cl)n1,-0.3,-2,-1,21,-11,-10,-13,-10
CCC(C)N(NC(C)=O)c1nc(Cl)nc(NC(C)(C)C)n1 (centres undefined),0.9,-9,0,14,11,7,0,-8
c1ccc(Oc2nc(N3CCOCC3)nc(N3CCOCC3)n2)cc1,-2.6,18,2,10,7,4,4,-15
# Other entries follow:
SMILES,MPTP inh,ATG4B inhibitor,NR3A LBD binder,SENP8 block,PfGluPho inh,SENP7 inh,SENP6 block,HKDC1 inh
O=C(O)/C=C/C(=O)N1CCN(S(=O)(=O)c2cccc(C(F)(F)F)c2)CC1,0.1,0,-2,-3,-8,-2,-16,-13
CCCN(CC(=O)Nc1ccccc1OC)C(=O)c1ccc2ncsc2c1,0.3,0,1,6,7,-7,-7,-5
COn1c(SC(C)C)nc2ccccc2c1=O,0.1,14,-2,9,-11,0,7,8
CCCCN(C)Cc1c(C)[nH]c2ccc(C)cc2c1=O,1.2,-2,1,14,-2,4,0,-9
Cc1ccc(-c2nc(CS(=O)(=O)CC(=O)NCCCN3CCN(C)CC3)c(C)o2)cc1,0.1,-5,-1,10,-8,-4,-24,-2
O=C(COc1ccc2ccccc2c1Br)NCc1ccccn1,-0.3,-13,-3,10,-1,3,-12,-7
Cc1ccc(S(=O)(=O)CCC(=O)Nc2cccc(C)c2)cc1,14,3,-11,11,16,-4,-16,0
NC(=O)c1ccsc1NC(=O)c1ccc(S(=O)(=O)N2CCCCC2)cc1,1.2,-8,-6,-21,-13,50,67*,8
O=CN(c1ccccc1)c1ccc2ccccc2c1,2.3,4,1,-11,3,-5,-30,2
CC(C)N1CCN(C(=O)c2cccc(Cl)c2)CC1,1.0,-4,-1,12,-4,-2,0,-2
O=C(CSc1ncc(-c2ccc(F)cc2)[nH]1)N1CCCCC1,0.8,-7,-1,21,-3,2,-39,-4
O=C(O)Cn1cc(CN2CCOCC2)c2ccccc21,-0.3,8,0,-1,-12,-2,6,-5
FC(F)(F)c1nc(N2CCN(c3ccccc3)CC2)nc2c1CCCCC2,4.8,-9,0,4,17,3,-2,5
O=C(CNS(=O)(=O)c1ccc(Br)cc1Cl)OCC(=O)c1ccc[nH]1,-0.6,-1,0,0,16,-4,0,0
CN1CCN(c2ccc(Cl)cc2NC(=O)CN2C(=O)NC(C)(c3ccccc3)C2=O)CC1 (centres undefined),-1.9,-2,1,13,-8,-1,5,-1
O=C(O)CCc1nnc(SCC(=O)Nc2cccc(C(F)(F)F)c2)[nH]c1=O,-0.3,2,-3,2,0,-5,-13,3

# Exported with tabs: entries from further up.
compound	MPTP inh	ATG4B inhibitor	NR3A LBD binder	SENP8 block	PfGluPho inh	SENP7 inh	SENP6 block	HKDC1 inh
CCCN(CC(=O)Nc1ccccc1OC)C(=O)c1ccc2ncsc2c1	0.3	0	1	6	7	-7	-7	-5
COn1c(SC(C)C)nc2ccccc2c1=O	0.1	14	-2	9	-11	0	7	8
CCCCN(C)Cc1c(C)[nH]c2ccc(C)cc2c1=O	1.2	-2	1	14	-2	4	0	-9
Cc1ccc(-c2nc(CS(=O)(=O)CC(=O)NCCCN3CCN(C)CC3)c(C)o2)cc1	0.1	-5	-1	10	-8	-4	-24	-2
O=C(COc1ccc2ccccc2c1Br)NCc1ccccn1	-0.3	-13	-3	10	-1	3	-12	-7
Cc1ccc(S(=O)(=O)CCC(=O)Nc2cccc(C)c2)cc1	14	3	-11	11	16	-4	-16	0
NC(=O)c1ccsc1NC(=O)c1ccc(S(=O)(=O)N2CCCCC2)cc1	1.2	-8	-6	-21	-13	50	67*	8
O=CN(c1ccccc1)c1ccc2ccccc2c1	2.3	4	1	-11	3	-5	-30	2
CC(C)N1CCN(C(=O)c2cccc(Cl)c2)CC1	1.0	-4	-1	12	-4	-2	0	-2
O=C(CSc1ncc(-c2ccc(F)cc2)[nH]1)N1CCCCC1	0.8	-7	-1	21	-3	2	-39	-4
O=C(O)Cn1cc(CN2CCOCC2)c2ccccc21	-0.3	8	0	-1	-12	-2	6	-5
FC(F)(F)c1nc(N2CCN(c3ccccc3)CC2)nc2c1CCCCC2	4.8	-9	0	4	17	3	-2	5
O=C(CNS(=O)(=O)c1ccc(Br)cc1Cl)OCC(=O)c1ccc[nH]1	-0.6	-1	0	0	16	-4	0	0
CN1CCN(c2ccc(Cl)cc2NC(=O)CN2C(=O)NC(C)(c3ccccc3)C2=O)CC1 (centres undefined)	-1.9	-2	1	13	-8	-1	5	-1
O=C(O)CCc1nnc(SCC(=O)Nc2cccc(C(F)(F)F)c2)[nH]c1=O	-0.3	2	-3	2	0	-5	-13	3
